core dimer inh = HCV core protein dimerization inhibition | hit rate 0.33% among 300,000 | AID 1899 | TR-FRET GST/Flag-core106 dimerization, 1536-well | inhibition, % at 5 µM;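 active means inhibition above the mean of all tested compounds plus 3 SD, set per screening campaign, cut at about 45% in these data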
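Assay system – GST-tagged and Flag-tagged HCV core protein residues 1-106 · Quantity – core106 proteins, GST 13.5 nM and Flag 17 nM · Benchmarks – unlabelled core106 and no-GST-core106 wells · Read-out basis – percent inhibition of core106 dimerization signal · Detection – time-resolved FRET, ex 340 nm, em 617 and 671 nm · Schedule – 4 h at 22.5 °C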
TPT1 inh = C. albicans TPT1 enzyme inhibition; inhibition, % at 5 µM; AID 1962; recombinant caTPT1, FP RNA substrate dephosphorylation; hit rate 0.81% among 300,000;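 active means inhibition above the mean of all tested compounds plus 3 SD, set per screening campaign, cut at about 24% in these data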;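 further: plate controls were DMSO alone for no effect and ferristatin control at 100 nM for full effect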
Yeast superoxide = caloric restriction mimetics inhibiting age-related superoxide in yeast; hit rate 0.18% among 330,000; superoxide response (% of plate mean), % at 10 µM; S. cerevisiae aged cells, superoxide DHE fluorescence; stronger effect = lower value;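 active means superoxide response under a set limit, about three screen SD below normal, cut at about 65% in these data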;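 further: yeast aged for seven days with compound at 30 °C before DHE staining; 100% = average MFI of all compound-treated wells on the plate with controls excluded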
PP5 primary = inhibitors of human protein phosphatase 5 (PP5) | purified PP5c, OMFP substrate fluorescence | P53041 | hit rate 0.18% among 320,000 | inhibition, % at 6.7 µM;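 active means inhibition above the campaign's mean inhibition across all tested compounds plus 3 SD, cut at about 9.5% in these data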;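 further: 0% = DMSO only and 100% = 100 µM cantharidin control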
Target sequence (P53041 whole entry, looked up): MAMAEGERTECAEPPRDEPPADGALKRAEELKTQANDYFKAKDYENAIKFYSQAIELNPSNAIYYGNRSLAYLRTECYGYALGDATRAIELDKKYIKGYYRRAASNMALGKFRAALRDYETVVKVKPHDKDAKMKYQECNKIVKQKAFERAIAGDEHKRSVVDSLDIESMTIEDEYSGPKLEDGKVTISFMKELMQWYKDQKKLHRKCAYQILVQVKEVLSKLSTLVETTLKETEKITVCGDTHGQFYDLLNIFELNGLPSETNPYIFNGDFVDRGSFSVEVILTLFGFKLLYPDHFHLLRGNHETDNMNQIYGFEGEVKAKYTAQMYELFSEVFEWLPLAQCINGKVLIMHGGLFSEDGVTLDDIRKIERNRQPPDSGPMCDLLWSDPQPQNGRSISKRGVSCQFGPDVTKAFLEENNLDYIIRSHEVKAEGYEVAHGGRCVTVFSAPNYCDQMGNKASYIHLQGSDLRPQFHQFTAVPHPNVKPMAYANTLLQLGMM
EBNA-1 inhibitor = blocks EBNA-1 binding to DNA; EBNA-1 DNA binding, fluorescence polarization; inhibition, % at 14.8 µM; hit rate 0.34% among 300,000; AID 1950; in the data active means inhibition above about 28%
Fh CTSL1 inh = blocks F. hepatica cathepsin L1 in PFM18AAP counter-screen | recombinant F. hepatica cathepsin L1, Z-Leu-Arg-MCA fluorescence | inhibition, % at 5.96 µM | hit rate 0.49% among 300,000 | AID 1906;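 active means inhibition above the mean of all tested compounds plus 3 SD, set per screening campaign, cut at about 17% in these data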;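 further: 0% = plate median of test compound wells and 100% = 1 µM Z-Phe-Ala-diazomethylketone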
GASC-1 inh = blocks human GASC-1 demethylase activity | Q9H3R0 | GST-JMJD2C(1-420) H3K9me3 demethylation, DELFIA europium | inhibition, % at 2.35 µM | hit rate 0.069% among 330,000 | AID 2099;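 active means more than half of a compound's replicate wells show inhibition beyond 50%, single wells judged on their own value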;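 further: signal counts dimethyl H3K9 product captured on neutravidin plate; 0% = median of DMSO wells and 100% = 0.3 times that DMSO median; strong numbers were not always called active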
ZTA DNA inh = counter-screen for EBNA-1 inhibitors: inhibitors of Epstein-Barr virus ZTA | P03206 | inhibition, % at 11 µM | ZTA-DNA binding, fluorescence polarization | hit rate 0.15% among 320,000; in the data active means inhibition above about 33%
Target sequence (P03206 whole entry, looked up): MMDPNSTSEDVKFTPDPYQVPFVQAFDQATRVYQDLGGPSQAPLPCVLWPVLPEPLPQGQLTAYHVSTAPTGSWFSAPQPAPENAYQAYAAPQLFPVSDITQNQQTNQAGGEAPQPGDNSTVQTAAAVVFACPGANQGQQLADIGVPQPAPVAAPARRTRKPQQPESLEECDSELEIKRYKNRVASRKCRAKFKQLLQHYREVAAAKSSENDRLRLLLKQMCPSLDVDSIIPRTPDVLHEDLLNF
PP1 counter = counter-screen for PP5 inhibitors: inhibitors of human PP1-alpha; hit rate 0.9% among 320,000; inhibition, % at 6.7 µM; P62136; purified PP1alpha, OMFP fluorescence; AID 2235;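 active means inhibition above the mean inhibition of all tested compounds plus 3 SD, computed separately for each screening campaign, cut at about 15% in these data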
Target sequence (P62136 whole entry, looked up): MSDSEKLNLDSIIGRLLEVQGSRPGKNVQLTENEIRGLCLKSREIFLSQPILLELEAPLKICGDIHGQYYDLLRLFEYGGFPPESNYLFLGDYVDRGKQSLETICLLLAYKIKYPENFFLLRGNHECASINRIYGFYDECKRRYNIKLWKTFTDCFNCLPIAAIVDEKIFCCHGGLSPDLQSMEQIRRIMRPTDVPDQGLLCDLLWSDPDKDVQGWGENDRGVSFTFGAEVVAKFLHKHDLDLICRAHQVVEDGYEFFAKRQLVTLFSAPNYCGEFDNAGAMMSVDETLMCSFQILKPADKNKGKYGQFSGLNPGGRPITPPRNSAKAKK
* marks the source's active call; other numbers are inactive results; i = inactive; nt = not tested or not shown; & = joins results of further samples.

SMILES | core dimer inh | TPT1 inh | Yeast superoxide | PP5 primary | EBNA-1 inhibitor | Fh CTSL1 inh | GASC-1 inh | ZTA DNA inh | PP1 counter
Cc1cccc(CSCCNC(=O)CN2C(=O)c3ccccc3S2(=O)=O)c1 | 4.8 | 2.7 | 90.2 | 3.8 | 4.8 | -0.2 | 7.4 | -2.4 | 0.6
C#CCOCCOCCOCCNc1nc(N2CCN(C(=O)[C@H](C)n3cc(CCCN=C(N)N)nn3)CC2)nc(N2CCN(C(=O)[C@H](Cc3ccc(O)cc3)n3cc(CCO)nn3)CC2)n1 | -2.1 | -1.7 | nt | 1.3 | -7.9 | 3.9 | 2.7 | -3.0 | 0.8
O=C(Cc1ccc(S(=O)(=O)N2CCOCC2)s1)NNC(=O)c1ccccc1Cl | nt | nt | 97.0 | 2.7 | nt | nt | 3.1 | -4.7 | -1.3
CCOc1cccc(/C=C/C(=O)O)c1 | 9.4 | 0.9 | 112.2 | 0.3 | 10.4 | -13.5 | 7.4 | -7.4 | 3.4
O=[N+]([O-])/C=C1\C=CC=CN1Cc1ccc(Cl)cc1 | 2.5 | 0.0 | 95.6 | 1.5 | -7.5 | 2.7 | -0.6 | -8.8 | -2.4
COC(=O)c1c(C#N)c(N)nc2c1CCCC2 | -0.5 | 0.7 | 89.4 | -0.5 | 10.8 | 3.9 | 3.5 | -6.1 | -2.7
COc1ccc2c(c1)O[C@@H](c1cccc(C(F)(F)F)c1)[C@H](O)C2=O | -8.3 | 0.3 | 100.1 | 2.5 | 8.3 | 1.3 | 1.2 | 0.9 | 1.5
CCOCCCNC(=O)Cn1ncc2c(=O)oc3ccccc3c21 | 1.5 | -1.4 | 85.8 | 1.7 | -11.6 | -1.5 | 7.8 | -7.8 | 0.8
Cc1ncoc1C(=O)NCCC(c1ccccc1)c1ccccc1 | -3.0 | 2.2 | 93.7 | 0.3 | 4.8 | -1.8 | -1.9 | 1.7 | 1.4
CCO[C@@H]1OC(C(=O)NCc2ccccc2)=C[C@H](c2ccc(C(F)(F)F)cc2)[C@H]1CCCO | 0.4 | 1.1 | nt | 8.2 | -19.5 | 1.2 | 6.0 | 4.5 | 0.3
COc1cc(C(=O)NC(C(=O)Nc2cccc(C(C)=O)c2)C(C)C)cc(OC)c1OC (centres undefined) | -1.8 | 0.6 | 107.1 | 2.5 | 3.0 | 5.0 | -8.6 | -5.0 | -3.4
O=S(=O)(c1ccc(S(=O)(=O)N2CCN(C/C=C/c3ccccc3)CC2)cc1)N1CCCC1 | 6.0 | -1.4 | 106.4 | 2.4 | 7.1 | -3.4 | 7.5&14.1 | -10.4 | 2.7
c1ccc(-n2c3ccccc3c3ccccc32)cc1 | -6.9 | -0.7 | 118.4 | 3.5 | -5.2 | 0.2 | -4.6 | 12.4 | -8.8
CCCCOC(=O)c1ccc(NC(C)=O)cc1 | -4.8 | -7.1 | 127.4 | -6.2 | -15.6 | -2.6 | 8.0 | -0.6 | -1.7
CN(NC1CC(=O)N(c2ccccc2)C1=O)c1ccccc1 (centres undefined) | -1.8 | -1.3 | 113.0 | 1.1 | -2.1 | -1.9 | -1.4 | -5.0 | -3.4

The list goes on (4 carried over from the part before).
SMILES | core dimer inh | TPT1 inh | Yeast superoxide | PP5 primary | EBNA-1 inhibitor | Fh CTSL1 inh | GASC-1 inh | ZTA DNA inh | PP1 counter
O=S(=O)(c1ccc(S(=O)(=O)N2CCN(C/C=C/c3ccccc3)CC2)cc1)N1CCCC1 | 6.0 | -1.4 | 106.4 | 2.4 | 7.1 | -3.4 | 7.5&14.1 | -10.4 | 2.7
c1ccc(-n2c3ccccc3c3ccccc32)cc1 | -6.9 | -0.7 | 118.4 | 3.5 | -5.2 | 0.2 | -4.6 | 12.4 | -8.8
CCCCOC(=O)c1ccc(NC(C)=O)cc1 | -4.8 | -7.1 | 127.4 | -6.2 | -15.6 | -2.6 | 8.0 | -0.6 | -1.7
CN(NC1CC(=O)N(c2ccccc2)C1=O)c1ccccc1 (centres undefined) | -1.8 | -1.3 | 113.0 | 1.1 | -2.1 | -1.9 | -1.4 | -5.0 | -3.4
CCC1Oc2ccccc2N(CC(=O)NCCCN2CCCCC2C)C1=O (centres undefined) | -10.9 | 0.0 | 105.7 | -0.6 | -6.2 | -10.9 | -0.2 | -16.4 | -6.2
O=P(c1ccccc1)(c1ccccc1)c1nc(-c2ccccc2)oc1NCc1ccccc1 | 11.0 | 0.1 | 85.0 | 1.0 | 9.7 | 3.5 | 8.2 | 8.6 | -2.5
O=C(CSc1n[nH]c(=O)[nH]c1=O)NC1CCCCC1 | -2.4 | -3.4 | 99.1 | -3.2 | 10.3 | 2.6 | -4.7 | -3.7 | -1.3
CCN(CC)CCN1C(=O)C2C(C(=O)Nc3ccc(Br)cc3)C3C=CC2(O3)C1C(=O)NC1CCCCC1 (centres undefined) | 1.1 | 2.4 | 93.0 | -1.1 | 5.7 | 3.1 | -24.1 | 0.7 | -3.2
COc1ccc(CS(=O)(=O)CC2(O)CCN(C(=O)c3cccc(C(F)(F)F)c3)CC2)cc1 | -4.4 | -0.6 | 92.8 | -1.2 | -3.3 | 3.7 | 4.2 | -0.9 | -6.8
Cc1ccc(F)c(NC(=O)c2c(-c3ccccc3)noc2C)c1 | -7.5 | -2.2 | 101.5 | -8.7 | -3.8 | 12.4 | 1.3 | -12.8 | -10.4
O=C(NCC1CCCCC1)C1(CC2CC(c3cccc(Br)c3)=NO2)CCNCC1 (centres undefined) | 3.9 | -0.5 | 108.0 | 0.4 | 2.7 | -5.3 | i | -10.5 | -0.7
CC(C)(C)OC(=O)NCCCCCC(=O)N/N=C/c1coc2ccccc2c1=O | 3.6 | -4.3 | 88.4 | 2.3 | -8.6 | -0.6 | -2.6 | -11.7 | -3.5
O=c1onc(-c2cccnc2)n1-c1ccccc1F | 1.4 | 2.3 | i | -2.2 | 3.0 | -0.9 | -1.3 | -2.7 | -2.8
Brc1ccc(-c2cnc3n2CCCC3)cc1 | -0.7 | 4.9 | 88.7 | 2.2 | -1.8 | -2.6 | 7.3 | -0.1 | 2.9
O=C(NC(Cc1ccc(O)cc1)C(=O)O)c1ccc2c(c1)OCO2 (centres undefined) | nt | nt | 102.5 | 1.5 | nt | nt | -4.2 | 8.6 | -3.4
CC(=O)CSc1nnc(Cc2ccc3c(c2)OCO3)o1 | -3.2 | -2.8 | 94.1 | -2.2 | -7.5 | -1.4 | 11.5 | -2.7 | -1.2
O=S(=O)(NCc1ccc(Cl)cc1Cl)c1cccs1 | 3.9 | -3.9 | 109.2 | 0.9 | 1.7 | -4.6 | -12.9 | 1.1 | 4.8
CCCCc1nc2n[nH]c(N)c2c2c1CSC(C)(C)C2 | -4.9 | -4.8 | 103.2 | 2.2 | -2.8 | -0.4 | -8.3 | -4.3 | -1.4
O=C(CN1CCN(Cc2ccc(Cl)cc2)CC1)N/N=C/c1cccs1 | -1.4 | -3.7 | 103.5 | 1.1 | 2.2 | -0.5 | -12.5 | 17.5 | 1.8
Cc1ccc(N2C(=O)CC(Cc3ccc(Cl)cc3)C2=O)cc1 (centres undefined) | 1.9 | 0.1 | 93.2 | -1.9 | 7.2 | 5.3 | 10.9 | 10.2 | -2.7
CCN1C(=O)[C@H]2[C@@H](c3ccc(OC)cc3)N3C(=O)CN(CC4CC4)C(=O)[C@@]3(C)[C@H]2C1=O | 9.2 | -0.6 | 104.4 | -0.1 | 11.3 | -3.8 | 4.3 | 20.1 | -0.7
Nc1cc(N)nc(SCC(=O)c2ccccc2)n1 | -3.7 | -3.6 | 107.0 | 1.8 | -9.8 | 2.9 | 17.6 | -7.2 | -4.5
COc1ccc(C(=O)COC(=O)Cn2c(C)csc2=O)c(OC)c1 | 8.0 | 0.9 | 93.0 | -1.3 | -12.9 | -2.5 | -5.2 | -12.7 | -5.6
CCc1ccc(CCC(=O)Nc2ccc(S(N)(=O)=O)cc2)o1 | 6.2 | -0.3 | 95.9 | -0.7 | 8.1 | 4.1 | 0.7 | -2.0 | 0.6
Cc1ccc(C(=O)NC(=S)Nc2ccc(NC(=O)c3cccs3)cc2)cc1[N+](=O)[O-] | 12.6 | -0.5 | 93.8 | 0.8 | 1.8 | 0.5 | 8.0 | 2.0 | -5.7
CC(C)(C)NC(=O)C[n+]1ccc(C(N)=O)cc1 | -10.4 | -2.9 | 106.4 | -0.4 | -7.4 | -0.8 | -5.0 | -3.3 | 0.1
CCOC(=O)N1CCN(c2nc3ccccc3n3cnnc23)CC1 | -3.5 | 1.8 | 103.6 | -0.3 | -0.2 | 2.1 | 5.2 | 3.4 | -1.9
CCOc1cc(/C=N/NC(=O)c2ccncc2)cc(Cl)c1OS(C)(=O)=O | -1.9 | 1.4 | 92.4 | 1.1 | -2.4 | 2.6 | -8.2 | -8.6 | -5.2
CCC(C)(C(=O)NC1CCCCC1)N(C(=O)c1ccccn1)c1ccc(C)cc1 (centres undefined) | 1.5 | -3.7 | 111.9 | -0.7 | -3.7 | -2.3 | 0.9 | -12.7 | -1.9
Cc1sc(NC(=O)c2ccco2)c(C(c2cccnc2)N2CCN(C)CC2)c1C (centres undefined) | -7.0 | -0.5 | 91.9 | 1.4 | -2.3 | -2.1 | -1.2 | -15.2 | -3.4
Cc1cc(F)ccc1NC(=O)C(C)n1c2ccccc2c2nc(=O)cc(C)n21 (centres undefined) | -2.1 | 2.9 | 95.4 | 0.0 | 0.0 | -2.3 | 7.0 | -1.9 | -3.5
COc1cc(C2CC(=O)Nc3ccccc3S2)cc(OC)c1OC (centres undefined) | 1.5 | -6.4 | 109.0 | -1.2 | 8.6 | -2.4 | 0.2 | -4.3 | 0.9
COc1ccc(C(=O)CCS(=O)(=O)c2ccc(C)cc2)cc1 | 5.0 | -0.2 | 103.9 | -3.7 | 17.8 | 2.2 | 1.6 | 13.1 | -0.1
Cn1c(SCC(=O)Nc2ccccc2Oc2ccccc2)nnc1C1CC1 | nt | nt | 105.1 | 0.2 | nt | nt | nt | 1.3 | -5.1
O=C(COC(=O)CNC(=O)c1ccc(-c2ccccc2)cc1)NCc1ccco1 | 21.7 | 5.5 | 112.1 | -0.4 | 5.2 | 1.9 | -17.1 | -1.1 | 0.5
COc1cccc(C2C(C#N)=C(N)OC(C(C)(C)C)=C2C#N)c1 (centres undefined) | 1.4 | -4.1 | 87.3 | -1.4 | 2.3 | 0.5 | 9.0 | 1.0 | -1.6
CC(=O)Nc1cccc(C(=O)OCC(=O)Nc2ccc(Cl)cn2)c1 | 1.5 | -3.8 | 106.3 | -2.0 | -11.8 | -9.8 | 41.1 | -5.5 | -3.0
Cc1ccccc1Nc1nc(Nc2ccccc2C)nc(SC2=NCCS2)n1 | 5.5 | -3.8 | 72.0 | 0.8 | -3.6 | -2.9 | -2.0 | 3.9 | 2.1
O=C(Nc1ccc(Cc2ccncc2)cc1)c1cccs1 | -9.7 | -1.0 | 91.3 | 1.7 | -1.2 | -2.9 | 10.2 | -23.8 | 2.2
Cc1cccc(NC(=O)CSc2nc3ccc(N4C(=O)c5ccccc5C4=O)cc3s2)c1C | 20.7 | -4.2 | 104.4 | 1.2 | 7.4 | 0.3 | -26.3 | 7.9 | 1.4
Cc1cccc(-n2ccc(=O)c(C(=O)Nc3ccc(S(=O)(=O)Nc4nccc(C)n4)cc3)n2)c1 | 7.8 | 1.3 | 106.8 | 1.8 | 3.9 | 3.3 | -0.4 | 5.5 | 0.7
CCN(CC)Cc1c(O)c(Cl)cc2c3c(c(=O)oc12)CCCC3 | -0.4 | -7.9 | 93.7 | 0.7 | 4.5 | 6.6 | 18.0 | 3.6 | -2.0

High-throughput results (PubChem)
